LmPK inh: qHTS Assay for Inhibitors of Leishmania Mexicana Pyruvate Kinase (LmPK); 290,000 compounds, 0.37% hits; Q27686; Potency, µM (series often up to 57.5 µM), for the others: top-dose activity change, negative = inhibition, actives largely listed as inhibitors; purified LmPK, Kinase-Glo ATP luminescence, 1 h; also: potency is read from the fitted curve at half-maximal effect; % is scaled to controls: 0 for no effect and ±100 for the full control effect
Target sequence (Q27686 whole entry, looked up): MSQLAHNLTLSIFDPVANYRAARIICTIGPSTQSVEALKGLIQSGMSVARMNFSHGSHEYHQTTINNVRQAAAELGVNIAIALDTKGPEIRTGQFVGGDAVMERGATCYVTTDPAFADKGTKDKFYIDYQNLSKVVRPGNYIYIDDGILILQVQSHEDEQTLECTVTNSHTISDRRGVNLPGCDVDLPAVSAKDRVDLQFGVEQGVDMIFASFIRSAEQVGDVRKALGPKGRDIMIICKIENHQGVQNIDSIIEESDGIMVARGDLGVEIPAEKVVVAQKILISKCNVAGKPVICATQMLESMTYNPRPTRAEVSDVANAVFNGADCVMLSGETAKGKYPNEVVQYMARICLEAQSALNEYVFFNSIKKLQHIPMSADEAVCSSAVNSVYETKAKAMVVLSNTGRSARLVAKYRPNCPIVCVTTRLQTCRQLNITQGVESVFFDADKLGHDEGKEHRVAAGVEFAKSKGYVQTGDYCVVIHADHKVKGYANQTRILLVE
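ATP generated from ADP (0.1 mM) and PEP (0.5 mM) by 0.1 nM LmPK over 1 h at room temperature (pH 7.2 imidazole buffer) was detected by coupled luciferase luminescence. Values were normalized to uninhibited and no-enzyme wells.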
AmpC no deterg: qHTS Inhibitors of AmpC Beta-Lactamase (assay without detergent). AmpC nitrocefin hydrolysis, absorbance 480 nm, 0.0001% Triton. Potency, µM (doses to about 57.1 µM), without a hit: at the highest dose activity change, negative = inhibition, usual class: inhibitors. 330,000 compounds, 0.52% hits. AID 485341, 2010;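 also: potency is read from the fitted curve at half-maximal effect; plate controls were no compound for no effect and no enzyme for full effect; nearly all actives have a fitted effect of over 20% in size; some results filed as inactive show a strong effect at the top dose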
Target sequence (P00811 whole entry, looked up): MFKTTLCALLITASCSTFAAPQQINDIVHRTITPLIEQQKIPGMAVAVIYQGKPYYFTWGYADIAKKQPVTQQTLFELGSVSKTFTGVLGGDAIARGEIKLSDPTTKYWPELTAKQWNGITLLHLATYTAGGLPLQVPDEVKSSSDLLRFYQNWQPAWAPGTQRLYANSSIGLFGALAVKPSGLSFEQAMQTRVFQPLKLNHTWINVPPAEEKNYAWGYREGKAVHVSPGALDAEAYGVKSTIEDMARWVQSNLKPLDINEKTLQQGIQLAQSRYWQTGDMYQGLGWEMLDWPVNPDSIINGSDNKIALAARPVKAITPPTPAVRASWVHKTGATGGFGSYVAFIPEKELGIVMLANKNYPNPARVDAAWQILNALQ
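20 mM phosphate pH 7.0 + 0.01% (detergent screen) or 0.0001% Triton X-100; 5.3 nM AmpC reagent; cpd preinc 15 min RT; nitrocefin (800 uM stock) to start; A480 q20 s × 4 min; Activity was normalised to no-enzyme and no-compound control wells.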
Shiga inhibitor: A qHTS for Small Molecule Inhibitors of Shiga Toxin. Vero cells, Shiga toxin protein synthesis inhibition reporter. inhibition, % at 38.7 µM. 290,000 compounds, 9.2% hits. AID 2315, 2010; in the data active = inhibition mostly above about 28%, no sharp cut-off; inactive = mostly below about 43%; also: 0% is about no effect
Tb PYK inh: qHTS of Trypanosoma Brucei Inhibitors. pyruvate kinase (Trypanosoma brucei), Q57TT1. TbPYK enzyme, Kinase-Glo Plus ATP luminescence, 45 min. Potency, µM (titrated, usually from 76.8 µM), inactives show top-dose activity, negative = inhibition, usual class: inhibitors. 410,000 compounds, 0.12% hits. AID 624173, 2012; also: potency is read from the fitted curve at half-maximal effect; % is scaled to controls: 0 for no effect and ±100 for the full control effect; nearly all actives have a fitted effect of over 50% in size
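Readout: single end-point luminescence (Kinase-Glo Plus, 10 min). Reaction conditions were TbPYK/substrate plus 130 uM ADP, 45 min at RT, pH 7.2 TEA buffer. No-enzyme wells served as controls, and data were normalized before concentration-response fitting.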
Pf growth 96h: Primary qHTS for delayed death inhibitors of the malarial parasite plastid, 96 hour incubation. P. falciparum luciferase reporter growth, 96 h. Potency, µM (top dose mostly 28.7 µM), inactives show at the highest dose activity change, negative = inhibition, most hits filed as inhibitors. 320,000 compounds, 6.9% hits; also: potency is read from the fitted curve at half-maximal effect; % is scaled to controls: 0 for no effect and ±100 for the full control effect
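Infected RBCs, 2% Hct / 0.05% parasitemia final; luciferase-reporter P. falciparum; cpd 96 h, 37 C, 5% CO2; luciferase detection reagent; luminescence.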
Pf growth 48h: Primary qHTS for delayed death inhibitors of the malarial parasite plastid, 48 hour incubation; Potency, µM (series often up to 28.7 µM), for inactives: top-dose activity change, negative = inhibition, most hits filed as inhibitors; AID 504832, 2011; P. falciparum luciferase growth in erythrocytes, 48 h; 310,000 compounds, 5.9% hits; also: potency is read from the fitted curve at half-maximal effect; % is scaled to controls: 0 for no effect and ±100 for the full control effect
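Read-out is firefly luciferase luminescence from an integrated reporter in P. falciparum, so falling signal marks reduced parasite growth. Infected erythrocytes were at 2% hematocrit and 0.1% parasitemia (final) in Albumax-supplemented RPMI 1640.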
CHX counter: Cycloheximide Counterscreen for Small Molecule Inhibitors of Shiga Toxin. cell reporter, cycloheximide protein synthesis inhibition counterscreen. max response, %. 300,000 compounds, 12% hits. AID 2314, 2010; in the data active = max response mostly above about 13%, no sharp cut-off; inactive = mostly below about 14%; also: read at 38.3 µM for the half of the compounds with a filed dose; 0% is about no effect
* = called active by the depositor; ? = inconclusive; nt = not tested or not shown; & = joins results of further samples; [ ] = remark or other dose. Unless noted, calls follow the shape of the dose curve; as a rule, active = well fitted curve in the direction sought with a large enough effect; inconclusive = small, poorly fitted or top-dose-only effect, or another doubt; inactive = no such curve, though single readings can be large; an effect the other way counts as inactive or inconclusive.

Screens in order – LmPK inh	AmpC no deterg	Shiga inhibitor	Tb PYK inh	Pf growth 96h	Pf growth 48h	CHX counter
CCOC(=O)c1c(C)[nH]c(C)c1S(=O)(=O)N(C)CC(=O)Nc1ccccc1F
    2.2%	-9.1%	2.9	8.0%	4.5%	-3.9%	-3.2
CCCCc1ccc(NC(=S)N2CCC(O)CC2)cc1
    0.5%	-8.7%	32.2	0.1%	412.1%[activator]	8.8%	18.6
Cc1ccc(-n2nnc3c(SCC(=O)NCC4CCCO4)ncnc32)cc1 (stereo not drawn)
    -0.1%	-4.6%	-5.7	1.5%	-26.5%	-13.5%	1.6
COC(=O)c1ccc(NC(=O)CSC2=NCCN2)cc1
    -0.5%	-45.8%	-6.1	-7.2%	-28.0%	0.2%	2.3
CC(C(=O)N1CCc2ccccc21)N1CCN(S(=O)(=O)c2cccs2)CC1 (stereo not drawn)
    nt	64.7%[activator]	nt	-1.6%	?	?	nt
CCOC(=O)C1CCCN(c2cc(C)nc3cc(-c4ccc(Cl)cc4)nn23)C1 (stereo not drawn)
    8.5%	44.2%	13.0	-4.0%	?	?	0.3
COc1ccccc1CC(=O)NN1C(=O)NC2(CCC(C)CC2)C1=O (stereo not drawn)
    nt	-12.8%	nt	-8.6%	25.9%	?	nt
O=C(COc1ccccc1Cl)NC(=S)Nc1ccc(CN2CCOCC2)cc1
    2.8%	48.3%	-1.6	-11.5%	?	9.7%	-3.2
CC(=C/C(=O)O)/C(=C\c1ccc(Br)o1)C(=O)O
    -3.1%	-9.2%	7.3	2.8%	30.1%	9.5%	-0.9
CC1Sc2ccc(C(=O)Nc3ccccc3OC(F)F)cc2NC1=O (stereo not drawn)
    nt	?	nt	-4.6%	37.1%[activator]	24.3%	nt
Cc1c(CN2CCC(CO)(Cc3cccc(C(F)(F)F)c3)CC2)c2ccccc2n1C
    3.3%	142.9%[activator]	-15.4	-11.6%	?	3.7µM*	-4.8
CCCN1C=CC(=CC=C(C#N)C#N)C=C1
    1.4%	-14.1%	22.3	1.3%	-25.5%	171.7%[activator]	21.5
O=C(CN(Cc1ccccc1Cl)C(=O)CNS(=O)(=O)c1ccccc1)NCC1CCCO1 (stereo not drawn)
    0.5%	8.7%	-9.9	3.1%	?	1.4%	-2.5
Cc1[nH]c2ccccc2c1/C=C/c1nc2ccccc2c(=O)n1-c1cccc([N+](=O)[O-])c1
    -3.6%	-19.2%	-12.5	-5.6%	3.7µM*	2.08µM*	-0.6
CCCCn1c(N)c(N(CCOC)C(=O)C2CCCN(C(=O)c3ccc(Cl)cc3)C2)c(=O)[nH]c1=O (stereo not drawn)
    nt	-19.3%	nt	-1.6%	-6.7%	6.9%	nt
CCOC(=O)CSc1nnc(Cc2cc(=O)[nH]c(=O)[nH]2)n1-c1ccc(Cl)cc1
    0.5%	-20.9%	-9.2	-5.4%	-15.8%	nt	-1.4
Cc1cc(C(=O)CCC(=O)NNC(=O)c2ccccc2O)c(C)s1
    nt	-49.5%	nt	-2.1%	?	0.0%	nt
Cc1cc(/C=C(\C#N)C(=O)Nc2ccccc2)c(C)n1-c1cccnc1
    3.0%	-4.9%	62.4*	-4.1%	?	67.6%[activator]	33.2*
Cn1c(N)c(S(=O)(=O)N2CCN(c3ccccc3F)CC2)c(=O)n(C)c1=O
    -7.7%	-16.2%	1.4	3.1%	27.0%	-9.4%	-3.6
COc1ccc(S(=O)(=O)N2CCc3ccccc32)cc1C(=O)Nc1cccnc1
    -2.7%	115.0%[activator]	-2.2	-1.2%	2.94µM*	?	-3.1
CSc1ccccc1OCc1cc(C(=O)N2CCC(Oc3cccnc3)CC2)no1
    3.2%	88.9%[activator]	95.4*	nt	?	13.1µM*	41.9*
CCC(Oc1ccccc1)C(=O)Nc1ccc(-c2nnc(-c3ccco3)o2)cc1 (stereo not drawn)
    0.3%	?	88.7*	3.7%	-22.8%	-90.3%	36.3*
COc1ccccc1C(=O)NC(CCSC)C(=O)NCc1ccccn1 (stereo not drawn)
    nt	-2.8%	nt	-9.5%	11.4%	18.9%	nt
CC(C)(CO)N1CCN(C(=S)Nc2ccccc2)CC1
    1.2%	-16.0%	17.4	-8.6%	38.5%[activator]	0.3%	-2.5
CCC(=O)NC1OC(CO)C(O)C(O)C1O (stereo not drawn)
    -1.0%	-19.7%	7.6	4.5%	31.4%[activator]	17.7%	-2.6
COc1cc(C2C(C#N)=C(N)Oc3c2ccc2ccccc32)ccc1OCC(=O)Nc1ccccc1C (stereo not drawn)
    0.3%	-30.7%	-2.5	0.5%	?	10.4µM*	-1.4
CN1CCN(c2nc3c(c(=O)[nH]c(=O)n3C)n2CCCSc2nnnn2-c2ccccc2)CC1
    0.4%	32.1%	10.2	1.5%	9.28µM*	?	6.1
O=C(Nc1ccc2snnc2c1)N1CCOCC1
    -1.2%	-6.6%	-1.8	2.4%	10.5%	-0.1%	-4.7
CC1(C)Cc2nc3sc4c(=O)n(CC(N)=O)cnc4c3cc2CO1
    -3.0%	-15.7%	24.2	-3.8%	73.6%[activator]	48.9%[activator]	10.8
C/C(=N\N1CCCCCC1)c1c(O)n(-c2ccccc2C)c(=O)[nH]c1=O
    1.4%	-3.1%	8.6	-0.2%	?	?	-2.1

Compounds shown so far with a furan ring, fused or not (2):
Screens in order – LmPK inh	AmpC no deterg	Shiga inhibitor	Tb PYK inh	Pf growth 96h	Pf growth 48h	CHX counter
CC(=C/C(=O)O)/C(=C\c1ccc(Br)o1)C(=O)O
    -3.1%	-9.2%	7.3	2.8%	30.1%	9.5%	-0.9
CCC(Oc1ccccc1)C(=O)Nc1ccc(-c2nnc(-c3ccco3)o2)cc1 (stereo not drawn)
    0.3%	?	88.7*	3.7%	-22.8%	-90.3%	36.3*

New compounds follow:
smiles	LmPK inh	AmpC no deterg	Shiga inhibitor	Tb PYK inh	Pf growth 96h	Pf growth 48h	CHX counter
Cc1ccc(C2=Nc3ccc(Br)cc3C(c3ccncc3)=NN2)cc1	5.9%	13.3%	69.8	-1.2%	23.1%	?	28.4*
O=C(Nc1cccc(S(=O)(=O)N2CCCC2)c1)c1ccc2c(=O)n3c(nc2c1)CCCCC3	-3.6%	29.4%	15.0	-7.6%	5.22µM*	?	7.0
CCn1nc(NS(=O)(=O)c2ccc(NC(C)=O)cc2)c2cc3ccccc3nc21	-4.3%	-9.9%	-2.8	-0.8%	?	4.6%	-9.7
CS(=O)(=O)NCc1csc(-c2ccccc2)n1	2.1%	-15.4%	29.6	0.5%	37.9%[activator]	36.4%[activator]	9.0
COc1cccc(NC(=O)CNC(=O)Cn2cnc3sc(C)c(C)c3c2=O)c1	5.0%	48.2%	16.2	-0.5%	5.3%	27.1%	0.3
COc1ccc(Nc2nc(-c3sc(C)nc3C)cs2)cc1	5.4%	-22.4%	14.4	-1.1%	32.5%[activator]	39.9%[activator]	13.0*
O=C(CNc1cccc(S(=O)(=O)N2CCCC2)c1)Nc1ccc(F)cc1F	nt	-19.6%	nt	-1.3%	9.28µM*	8.28µM*	nt
CC(=O)N1CCc2cc(Br)cc(S(=O)(=O)CCC(=O)N3CCN(c4ccccn4)CC3)c21	1.8%	26.6%	24.2	-11.7%	0.6%	?	-2.1
COc1ccc(S(=O)(=O)N2CCCCCC2)cc1C(=O)N(C)Cc1cccc(OC)c1OC	nt	72.5%[activator]	nt	-9.3%	?	13.1µM*	nt
c1ccc(-c2nnc(CN3CCN(c4ccccc4)CC3)o2)cc1	4.8%	-0.9%	-2.0	-9.7%&2.4%	-24.7%	-3.7%	15.8
COC(=O)c1cc(S(=O)(=O)N(C)Cc2ccco2)c[nH]1	-3.6%	-15.3%	-2.0	-3.8%	?	38.0%[activator]	17.2
CC(C)CN(C(=O)COC(=O)/C=C/c1ccc(Cl)c(Cl)c1)c1c(N)n(Cc2ccccc2)c(=O)[nH]c1=O	nt	-13.0%	nt	-5.5%	-3.7%	14.8%	nt
O=S(=O)(c1cc(F)ccc1F)N1CCN(c2ccccn2)CC1	-1.6%	-16.7%	-7.6	5.3%	-5.7%	5.3%	3.2
Cc1ccc(C)c(Nc2cc(C(=O)NCc3cccnc3)c3ccccc3n2)c1	2.4%	14.7%	-12.8	-1.1%	?	?	-1.9
CN1CC2([N+](=O)[O-])CC=C(OCCO)C([N+](=O)[O-])(C1)C2 (stereo not drawn)	-2.2%	-16.1%	-4.0	-6.1%	12.6%	2.8%	-2.4
Cn1c(SCC(=O)NNC(=O)c2ccc(Cl)cc2)nnc1-c1cccnc1	5.7%	-0.7%	-4.1	-3.3%	-9.9%	19.8%	-3.0
COc1ccc2c(c1)[C@@H]1[C@H](CO2)[C@H](c2ccccc2)[C@]2(C)C(=O)Nc3ccc(C)cc3C(=O)N12	nt	-21.9%	nt	-11.1%	?	13.1µM*	nt
O=C(CCN1C(=O)c2ccccc2C1=O)N1CCOCC1	3.4%	-8.0%	-5.1	6.8%	5.2%	-5.7%	-2.8
Cc1cc(C(=O)N2CCN(C(c3ccccc3)c3ccccc3)CC2)on1	9.2%	105.5%[activator]	-2.5	5.7%	4.2%	nt	-6.5
Cc1cccc(NC(=O)c2cc(S(=O)(=O)N3CCc4ccccc43)cn2C)c1C	3.6%	-20.8%	-7.2	2.0%	2.7%	?	-1.1
CCOc1ccc(OCC)c(NC(=O)CSc2nnc(Cn3cnc4ccccc43)n2C)c1	1.7%	76.4%[activator]	-9.3	-4.6%	nt	?	-0.8
CCOC(=O)COn1c(=O)c(=O)n(OC)c2ccccc21	2.5%	-7.2%	30.6	-6.4%	-29.8%	16.2%	10.5
COc1cc(C(C#N)N2CCC(c3ccccc3)=N2)ccc1O (stereo not drawn)	-1.0%	-21.4%	90.7*	-7.7%	15.4%	4.3%	24.8*
O=C(C1CCC(Cn2c(=S)[nH]c3ccccc3c2=O)CC1)N1CCOCC1 (stereo not drawn)	3.1%	-2.5%	-19.5	-19.1%	23.2%	-4.6%	-3.8
Cc1cc(-c2nn(-c3ccccc3F)cc2CN2CCCC(O)C2)c(C)s1 (stereo not drawn)	0.3%	35.5%	-1.6	0.0%	?	?	0.9

Screening results (PubChem BioAssay)
